Screening data (PubChem)
UHRF1 binding – blocks human UHRF1 binding to methylated DNA | UHRF1 binding to methylated oligo, TR-FRET | inhibition, % at 4.4 µM | 370,000 tested, 0.75% active; in the data active = inhibition above about 21%;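 also: UHRF1 SRA domain binding a hemimethylated CpG hairpin DNA probe; 0% = median of test compound wells and 100% = reference inhibitor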
PG9 binder – binds the HIV-1 gp120 antibody PG9; TR-FRET gp120-PG9 antibody binding; AID 624416; inhibition, % at 6.7 µM; 360,000 tested, 0.43% active; in the data active = inhibition above about 8.5%
MBD2 DNA inh – MBD2-methylated oligo binding inhibition; inhibition, % at 4.4 µM; 370,000 tested, 0.31% active; TR-FRET, MBD2 binding to methylated oligonucleotide; AID 686964; in the data active = inhibition above about 13%
NR1D1 modulator – Rev-erb alpha (human) modulation; P20393; Rev-erbα–FITC-DNA binding, fluorescence polarization, 90 min; activity, % at 10 µM; 370,000 tested, 0.79% active; AID 1259318;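 active = activity above about 14%, limit read from the data; passing the limit was not always enough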;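 also: 0% = DMSO wells with 35 nM protein and 100% = DMSO wells with 750 nM protein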
ABHD4 inh – inhibits mouse alpha/beta hydrolase domain 4; purified mABHD4, FP-Rh probe fluorescence polarization; inhibition, % at 8.92 µM; 370,000 tested, 0.54% active; AID 720543;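 active = inhibition exceeding the mean over every tested compound plus 3 SD, cut at about 30% in these data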;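 also: 0% = plate median of compound wells and 100% = S159A mutant with DMSO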
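Material: mouse ABHD4 enzyme, wild type; Benchmarks: S159A mutant high control, sample median low control; Buffer or medium: HEPES pH 7.0, NaCl, Pluronic buffer; Signal: fluorescence polarization; Read-out: percent inhibition of probe binding, normalized to plate controls; Timing: pre-incubation 45 min, probe exposure 60 min, at 25 °C; Dosing: 8.92 µM, single dose.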
rCAG binder – molecules binding r(CAG) RNA repeats; 370,000 tested, 1.3% active; r(CAG) RNA repeat, TO-PRO-1 dye displacement fluorescence; inhibition, % at 3 µM;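 active = inhibition above the plate cutoff, the mean of all test compounds on that plate plus 3 SD, cut at about 35% in these data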;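 also: 0% = DMSO alone and 100% = 100 µM mitoxantrone as full dye displacement; higher means more dye released from RNA so lower well fluorescence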
LEDGF integ inh – blocks HIV-1 LEDGF/p75-dependent DNA integration; TR-FRET IN-LEDGF/p75 DNA integration, Eu/Cy5; inhibition, % at 3.7 µM; 370,000 tested, 0.64% active; AID 743269;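 active = inhibition above the screen-wide mean plus 3 SD, cut at about 13% in these data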;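 also: signal is the Cy5 over europium emission ratio at 671 and 618 nm; 0% = plate median of compound wells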
TCR-CD3 inh – inhibitors of human TCR-CD3 interaction. AID 651800. TAMRA-labeled TCR probe fluorescence, biochemical. inhibition, % at 9.4 µM. 360,000 tested, 0.37% active; in the data active = inhibition above about 19%;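 also: recombinant mutant TCR 2C K166C tagged with TAMRA read by polarization; 0% = receptor in buffer alone and 100% = receptor with positive control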
PRMT1 inh – inhibitors of human PRMT1. AID 652257. Q99873. recombinant PRMT1, activity-based probe fluorescence polarization. 370,000 tested, 1.3% active. inhibition, % at 2.79 µM;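 active = inhibition above about 21% made by adding two undisclosed values, limit read from the data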
Target sequence (Q99873 whole entry, looked up): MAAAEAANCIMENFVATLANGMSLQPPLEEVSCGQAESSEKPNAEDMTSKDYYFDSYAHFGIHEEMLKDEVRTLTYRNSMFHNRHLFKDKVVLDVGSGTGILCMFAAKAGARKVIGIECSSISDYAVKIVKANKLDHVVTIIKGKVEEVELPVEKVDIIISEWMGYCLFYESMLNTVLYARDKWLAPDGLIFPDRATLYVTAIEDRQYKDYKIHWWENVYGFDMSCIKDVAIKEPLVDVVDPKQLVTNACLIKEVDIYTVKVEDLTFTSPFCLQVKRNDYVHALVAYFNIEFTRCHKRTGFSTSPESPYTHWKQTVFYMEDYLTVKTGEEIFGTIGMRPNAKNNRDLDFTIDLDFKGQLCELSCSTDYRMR
HTRA1 inhibitor – blocks human HTRA1 serine peptidase; Q92743; recombinant HTRA1, FP-rhodamine activity-based probe, fluorescence polarization; 340,000 tested, 0.5% active; inhibition, % at 5.96 µM; in the data active = inhibition above about 36%;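 also: 0% = enzyme with DMSO and 100% = wells lacking enzyme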
Target sequence (Q92743 whole entry, looked up): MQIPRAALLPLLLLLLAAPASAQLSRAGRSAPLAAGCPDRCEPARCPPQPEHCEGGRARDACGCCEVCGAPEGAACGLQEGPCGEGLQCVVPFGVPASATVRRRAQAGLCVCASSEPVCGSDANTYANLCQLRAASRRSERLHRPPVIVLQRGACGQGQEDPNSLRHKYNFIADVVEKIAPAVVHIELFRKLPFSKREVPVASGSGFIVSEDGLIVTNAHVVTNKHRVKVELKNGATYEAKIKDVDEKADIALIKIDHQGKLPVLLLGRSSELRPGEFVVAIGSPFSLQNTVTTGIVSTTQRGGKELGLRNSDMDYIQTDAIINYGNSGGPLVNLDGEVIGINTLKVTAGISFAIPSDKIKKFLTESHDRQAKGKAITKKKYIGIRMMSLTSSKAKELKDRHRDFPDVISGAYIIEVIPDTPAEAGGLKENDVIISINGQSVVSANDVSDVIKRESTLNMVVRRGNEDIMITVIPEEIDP
An asterisk follows results filed as active. This is a subset, so the mix of outcomes need not match the whole.

Screening CN1/C(=C/C(=S)NC(=O)C2(C)CC2(Cl)Cl)C(C)(C)c2ccccc21 (stereo not given) returned UHRF1 binding -2, PG9 binder -0.3, MBD2 DNA inh 0, NR1D1 modulator 23*, ABHD4 inh 8, rCAG binder -4, LEDGF integ inh 4, TCR-CD3 inh -2, PRMT1 inh 0 and HTRA1 inhibitor -22.
`CCC(C)[C@H]1CNC(=O)C(=O)N1CCCCC1CCCCC1` (stereo not given in full) gave UHRF1 binding -3, PG9 binder -0.1, MBD2 DNA inh -4, NR1D1 modulator -3, ABHD4 inh -1, rCAG binder -1, LEDGF integ inh 9, TCR-CD3 inh 1 and PRMT1 inh 0.
Screening CCN1C[C@@H]2[C@@H]3C(=O)N(Cc4ccccc4)C(=O)[C@@H]3[C@](CC)(C1=O)N2C(=O)c1ccc(F)cc1 returned UHRF1 binding 0, PG9 binder -0.3, MBD2 DNA inh -1, NR1D1 modulator -7, ABHD4 inh 5, rCAG binder -1, LEDGF integ inh 0, TCR-CD3 inh 1, PRMT1 inh 1 and HTRA1 inhibitor -2.
CC1(C)CC(=O)C2=C(C1)OC(N)=C(C#N)C2c1ccccc1[N+](=O)[O-] (stereo not given) was read as UHRF1 binding -7, PG9 binder -1.1, MBD2 DNA inh -1, NR1D1 modulator 0, ABHD4 inh 1, rCAG binder -12, LEDGF integ inh 7, TCR-CD3 inh 5, PRMT1 inh 23* and HTRA1 inhibitor -4.
Screening [O-]/C(=C(\C(=S)Nc1ccc(SC(F)F)cc1)[n+]1ccccc1)c1ccc(Cl)cc1Cl returned UHRF1 binding -2, PG9 binder 0.2, MBD2 DNA inh -3, NR1D1 modulator 5, ABHD4 inh 0, rCAG binder 3, LEDGF integ inh 3, TCR-CD3 inh 1, PRMT1 inh 1 and HTRA1 inhibitor -15.
Screening C[C@H](CO)N1C[C@H](C)[C@@H](CN(C)C(=O)Nc2ccccc2)Oc2ccc(NC(=O)Nc3ccccc3)cc2C1=O returned UHRF1 binding -1, PG9 binder 1.1, MBD2 DNA inh -2, NR1D1 modulator -3, ABHD4 inh -8, rCAG binder 9, LEDGF integ inh -2, TCR-CD3 inh -3, PRMT1 inh -3 and HTRA1 inhibitor -16.
For CCOc1nc(NC(C)C)nc(NC(C)C)n1 the results were UHRF1 binding 4, PG9 binder -0.2, MBD2 DNA inh 6, NR1D1 modulator -1, ABHD4 inh -4, rCAG binder -4, LEDGF integ inh 1, TCR-CD3 inh -6, PRMT1 inh 0 and HTRA1 inhibitor -4.
Screening CCCc1cc(=O)[nH]c(N2CCN(Cc3ccc4c(c3)OCO4)CC2)n1 returned UHRF1 binding 0, PG9 binder -2.4, MBD2 DNA inh 1, NR1D1 modulator 0, ABHD4 inh -1, rCAG binder -7, LEDGF integ inh 1, TCR-CD3 inh 1, PRMT1 inh -2 and HTRA1 inhibitor 1.
Cc1ccc(C(=O)Nc2ccc(O)c(C(=O)O)c2)o1 was read as UHRF1 binding 44*, PG9 binder -1.7, MBD2 DNA inh 4, NR1D1 modulator 0, ABHD4 inh 12, rCAG binder 8, LEDGF integ inh 1, TCR-CD3 inh 5, PRMT1 inh 1 and HTRA1 inhibitor -2.
`O=C(COC(=O)c1cccs1)c1ccc2c(c1)OCCO2` gave UHRF1 binding -1, PG9 binder 0.2, MBD2 DNA inh -2, NR1D1 modulator 1, ABHD4 inh 25, rCAG binder -2, LEDGF integ inh 2, TCR-CD3 inh 2, PRMT1 inh -2 and HTRA1 inhibitor -4.
Screening Cc1ccc(N)c([N+](=O)[O-])c1 returned UHRF1 binding -8, PG9 binder 0.5, MBD2 DNA inh -10, NR1D1 modulator 7, ABHD4 inh 0, rCAG binder 2, LEDGF integ inh 3, TCR-CD3 inh 5, PRMT1 inh -8 and HTRA1 inhibitor -1.
CCCOC(=O)c1ccc(NC(=O)CN(C)Cc2cccs2)cc1 was read as UHRF1 binding -3, PG9 binder -0.4, MBD2 DNA inh 2, NR1D1 modulator -5, ABHD4 inh -11, rCAG binder -5, LEDGF integ inh 1, TCR-CD3 inh 2, PRMT1 inh 0 and HTRA1 inhibitor -28.
`COc1ccccc1NC(=O)CSc1nnc(C)n1CCc1ccccc1` gave UHRF1 binding 1, PG9 binder -0.3, MBD2 DNA inh -2, NR1D1 modulator 1, ABHD4 inh -1, rCAG binder -8, LEDGF integ inh -1, TCR-CD3 inh 3, PRMT1 inh -1 and HTRA1 inhibitor 6.
For Cc1ccc(S(=O)(=O)N2CCCCC2)cc1NC(=O)c1ccccc1Cl the results were UHRF1 binding 3, PG9 binder 0.5, MBD2 DNA inh 1, NR1D1 modulator -9, ABHD4 inh -8, rCAG binder 6, LEDGF integ inh 2, TCR-CD3 inh -7, PRMT1 inh -4 and HTRA1 inhibitor -1.
`O=C(CN1CCN(CCN2C(=O)c3cccc4cccc(c34)C2=O)CC1)c1ccc(F)cc1` gave UHRF1 binding -1, PG9 binder 0.2, MBD2 DNA inh -1, NR1D1 modulator -8, ABHD4 inh 1, rCAG binder 2, LEDGF integ inh 3, TCR-CD3 inh -2, PRMT1 inh 1 and HTRA1 inhibitor -6.

As a short view, two of the compounds above:
Screening Cc1ccc(N)c([N+](=O)[O-])c1 returned UHRF1 binding -8, PG9 binder 0.5, MBD2 DNA inh -10, NR1D1 modulator 7, ABHD4 inh 0, rCAG binder 2, LEDGF integ inh 3, TCR-CD3 inh 5, PRMT1 inh -8 and HTRA1 inhibitor -1.
CCCOC(=O)c1ccc(NC(=O)CN(C)Cc2cccs2)cc1 was read as UHRF1 binding -3, PG9 binder -0.4, MBD2 DNA inh 2, NR1D1 modulator -5, ABHD4 inh -11, rCAG binder -5, LEDGF integ inh 1, TCR-CD3 inh 2, PRMT1 inh 0 and HTRA1 inhibitor -28.

New compounds follow:
Screening CCCN1C(=O)C(=O)N(CC(=O)N2c3ccccc3NC(=O)CC2C)C1=O (stereo not given) returned UHRF1 binding 0, PG9 binder -2.3, MBD2 DNA inh 1, NR1D1 modulator 2, ABHD4 inh -2, rCAG binder 3, LEDGF integ inh -4, TCR-CD3 inh 10, PRMT1 inh -5 and HTRA1 inhibitor 9.
`C=CCNC(=O)c1ccc(-c2cccc([N+](=O)[O-])c2)o1` gave UHRF1 binding -4, PG9 binder 0.2, MBD2 DNA inh -3, NR1D1 modulator 6, ABHD4 inh 1, rCAG binder -1, LEDGF integ inh -1, TCR-CD3 inh 2, PRMT1 inh 1 and HTRA1 inhibitor 2.
Screening CCN(CC)C(=O)/C(=C\c1cccc([N+](=O)[O-])c1)NC(=O)c1ccco1 returned UHRF1 binding -1, PG9 binder 0.4, MBD2 DNA inh -1, NR1D1 modulator 3, ABHD4 inh -2, rCAG binder -5, LEDGF integ inh -1, TCR-CD3 inh 4, PRMT1 inh -2 and HTRA1 inhibitor -3.
Cc1ccc(-c2nc3c(=O)n(C)c4ccccc4c3o2)cc1 was read as UHRF1 binding -9, PG9 binder -0.8, MBD2 DNA inh 3, NR1D1 modulator -7, ABHD4 inh 0, rCAG binder 5, LEDGF integ inh 1, TCR-CD3 inh 9, PRMT1 inh 1 and HTRA1 inhibitor -5.
`COC(=O)[C@]12C[C@H](CC(=O)N3CCC(c4ccccc4)CC3)C(=O)N(CCC3=CCCCC3)C1=C[C@H](C1CCCC1)O[C@@H]2C` gave UHRF1 binding -2, MBD2 DNA inh 5, NR1D1 modulator 2, ABHD4 inh 8, rCAG binder 6, LEDGF integ inh -3 and PRMT1 inh 0.
Screening CC12CCC(C(=O)N(c3nccs3)C1=O)C2(C)C (stereo not given) returned UHRF1 binding 1, PG9 binder -1.2, MBD2 DNA inh 1, NR1D1 modulator 2, ABHD4 inh -1, rCAG binder -1, LEDGF integ inh -10, TCR-CD3 inh -5, PRMT1 inh 7 and HTRA1 inhibitor 9.
For CN1CCN(S(=O)(=O)c2ccc(SCCOc3ccccc3)nc2)CC1 the results were UHRF1 binding 0, PG9 binder 0.3, MBD2 DNA inh 0, NR1D1 modulator -5, ABHD4 inh -3, rCAG binder -3, LEDGF integ inh -3, TCR-CD3 inh 17, PRMT1 inh -1 and HTRA1 inhibitor 0.
For CCC(=O)NC(=S)Nc1ccccc1C(=O)OC the results were UHRF1 binding -1, PG9 binder -3.6, MBD2 DNA inh -3, NR1D1 modulator 4, ABHD4 inh -1, rCAG binder 0, LEDGF integ inh 3, TCR-CD3 inh -3, PRMT1 inh -3 and HTRA1 inhibitor 2.
For COc1ccc(N/C=C/C(=O)c2ccc(OC)c(OC)c2)cc1 the results were UHRF1 binding -1, PG9 binder -0.6, MBD2 DNA inh 2, NR1D1 modulator -6, ABHD4 inh -3, rCAG binder 2, LEDGF integ inh 0, TCR-CD3 inh -6, PRMT1 inh 2 and HTRA1 inhibitor -3.
For CCCCOc1nc2c(c(=O)n(C)c(=O)n2C)n1C the results were UHRF1 binding 2, PG9 binder 0.4, MBD2 DNA inh 2, NR1D1 modulator 2, ABHD4 inh 1, rCAG binder -5, LEDGF integ inh -3, TCR-CD3 inh -8, PRMT1 inh 3 and HTRA1 inhibitor 6.
Screening Cc1ccnc(NS(=O)(=O)c2ccc(-n3cccn3)cc2)c1 returned UHRF1 binding 4, PG9 binder 0.7, MBD2 DNA inh -5, NR1D1 modulator 0, ABHD4 inh 2, rCAG binder 2, LEDGF integ inh 1, TCR-CD3 inh 6, PRMT1 inh -5 and HTRA1 inhibitor 5.
`O=C(c1ccco1)N1N=C2CCCCCC2C1(O)C(F)(F)F` (stereo not given) gave UHRF1 binding -1, PG9 binder -1.8, MBD2 DNA inh -3, NR1D1 modulator -2, ABHD4 inh -2, rCAG binder -1, LEDGF integ inh 0, TCR-CD3 inh 1, PRMT1 inh -2 and HTRA1 inhibitor 1.
`O=C(NCCN1CCN(C(=O)c2ccc(Br)cc2)CC1)c1ccc(Br)cc1` gave UHRF1 binding 3, PG9 binder 0.8, MBD2 DNA inh 5, NR1D1 modulator 2, ABHD4 inh 1, rCAG binder -8, LEDGF integ inh -2, TCR-CD3 inh 0, PRMT1 inh 4 and HTRA1 inhibitor -1.
For O=C(CN(C(=O)c1cc2c(s1)CCC2)C1CCCC1)NCc1cccs1 the results were UHRF1 binding 2, PG9 binder 1.0, MBD2 DNA inh -4, NR1D1 modulator 7, ABHD4 inh 1, rCAG binder -5, LEDGF integ inh 1, TCR-CD3 inh -6, PRMT1 inh -1 and HTRA1 inhibitor 0.
`CCOc1ccc(N2CC(O)=C(c3nc4ccccc4c(=O)[nH]3)C2=N)cc1` gave UHRF1 binding 0, PG9 binder -3.0, MBD2 DNA inh 2, NR1D1 modulator -13, ABHD4 inh -4, rCAG binder 0, LEDGF integ inh -1, TCR-CD3 inh 1, PRMT1 inh -1 and HTRA1 inhibitor -1.
`CCOC1=C2CN(S(=O)(=O)c3ccc(Cl)cc3)[C@H](c3ccccc3)C[C@@H]2N(S(=O)(=O)c2ccc(C)cc2)[C@H](c2ccccc2)C1` gave UHRF1 binding -1, PG9 binder 0.7, MBD2 DNA inh -1, NR1D1 modulator -10, ABHD4 inh 7, rCAG binder 6, LEDGF integ inh -1, TCR-CD3 inh 1 and PRMT1 inh -2.
`CC1C(=O)Nc2ccc(S(=O)(=O)N3CCc4ccccc4C3)cc2NC1=O` (stereo not given) gave UHRF1 binding -3, PG9 binder 1.4, MBD2 DNA inh 3, NR1D1 modulator -5, ABHD4 inh -1, rCAG binder 3, LEDGF integ inh 2, TCR-CD3 inh 5, PRMT1 inh -3 and HTRA1 inhibitor 0.
